S3 lipid droplet = qHTS Assay for Lipid Storage Modulators in Drosophila S3 Cells | 0.64% of 320,000 active | Potency in µM for hits, for the others lipid storage change, negative = inhibition, % at the top dose, mostly 46.1 µM | Drosophila S3 cells, BODIPY lipid droplet fluorescence, 18-24 h; cells fed with added oleic acid; active = well fitted inhibition curve with a large enough effect in the signal ratio, with a control signal flat, not every such curve was filed as active; inconclusive = small, poorly fitted or top-dose-only effect, or effect the other way, or a change in a side signal; the % refers to the signal ratio
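Laser-scanning cytometry quantifies lipid droplet accumulation (500–530 nm total intensity; droplet/cell object ratio) in oleic acid-fed (400 uM added) Drosophila S3 cells treated with a concentration series. 20 uM Triacsin C defined 100% inhibition.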
S3 lipid droplet cell count max = further read-out of S3 lipid droplet, marked with its call; cell number change, %; measured here: cell count max response;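 cells counted by Cell Tracker Red CMTPX staining in the red channel; peak over a dose series mostly up to 46.1 µM; percent activity relative to internal control wells on each plate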
An asterisk follows results filed as active. % is scaled to controls: 0 for no effect and ±100 for the full control effect; potency is read from the fitted curve at half-maximal effect.

For Oc1ccc(/C=N/NC2=NCCCCC2)cc1 the results were S3 lipid droplet 9.2µM* and S3 lipid droplet cell count max 1.3*.
Screening CCn1cc(C(=O)OCC(=O)Nc2ccc(C(C)C)cc2)c(=O)c2ccc(C)nc21 returned S3 lipid droplet inactive.
Screening CCC(C)CCN1C(N(C)C)=NC[C@@H]1C (some centres undefined) returned S3 lipid droplet inconclusive.
CCOC(=O)C1CCN(S(=O)(=O)c2ccc3c(c2)NC(=O)C(C)C(=O)N3)CC1 (centres undefined) was read as S3 lipid droplet inconclusive.
Screening O=[N+]([O-])c1c(Nc2ccccc2)ccc2nonc12 returned S3 lipid droplet 25.7%.
Screening O=C(/C=C/c1ccccc1)N/C(=C/c1ccccc1)C(=O)N1CCCCC1 returned S3 lipid droplet -3.0% and S3 lipid droplet cell count max 0.3.
Screening Cc1ccsc1/C=C1\SC(N)=NC1=O returned S3 lipid droplet inconclusive.
For COCCC(=O)N1CCC(C(=O)Nc2ccc(Oc3ccccc3)nc2)CC1 the results were S3 lipid droplet inconclusive.
For C/C(=N\NC(=O)c1cccc(S(=O)(=O)N2CCCC2)c1)c1ccco1 the results were S3 lipid droplet 2.8% and S3 lipid droplet cell count max 18.0.
`COC(=O)c1sc(S(=O)(=O)NCCC(=O)O)c(C(=O)OC)c1C` gave S3 lipid droplet inconclusive.
For CCc1ccccc1NC(=S)N(Cc1cccc(C)c1)c1cccnc1 the results were S3 lipid droplet inconclusive.
For COc1cc2c(=O)n(CC3CCCO3)c(=O)n(CC(=O)Nc3cccc(Cl)c3)c2cc1OC (centres undefined) the results were S3 lipid droplet inconclusive.
`COc1cc2ncnc(NCc3cccc(F)c3F)c2cc1OC` gave S3 lipid droplet -8.2% and S3 lipid droplet cell count max -7.3.
`COc1cc(/C=C2/C(=N)N3N=C(C(C)C)SC3=NC2=O)ccc1OS(=O)(=O)c1ccccc1` gave S3 lipid droplet inconclusive.
O=C(CSCc1c(F)cccc1Cl)Nc1cccnc1 was read as S3 lipid droplet inconclusive.
`O=C(Cn1nnc2ccccc2c1=O)NCCc1ccc(Cl)cc1Cl` gave S3 lipid droplet -0.8% and S3 lipid droplet cell count max -5.8.
For O=C1C(Nc2ccccc2)=C(N2CCCCC2)C(=O)c2ccccc21 the results were S3 lipid droplet inconclusive.
`CN1CCN(C(=O)/C(=C\c2cccs2)NC(=O)c2cccs2)CC1` gave S3 lipid droplet 2.5% and S3 lipid droplet cell count max 2.7.
Cc1cc(C)cc(-c2nnc(SCC(=O)NC3CC3)o2)c1 was read as S3 lipid droplet 18.4% and S3 lipid droplet cell count max 9.8.
`CCCCNC(=O)CN1C(=O)NC2NC(=O)NC21` (centres undefined) gave S3 lipid droplet inconclusive.

Among those listed so far, these contain a Cl atom.
For COc1cc2c(=O)n(CC3CCCO3)c(=O)n(CC(=O)Nc3cccc(Cl)c3)c2cc1OC (centres undefined) the results were S3 lipid droplet inconclusive.
O=C(CSCc1c(F)cccc1Cl)Nc1cccnc1 was read as S3 lipid droplet inconclusive.
`O=C(Cn1nnc2ccccc2c1=O)NCCc1ccc(Cl)cc1Cl` gave S3 lipid droplet -0.8% and S3 lipid droplet cell count max -5.8.

The main list resumes, repeating the two entries before the break.
Cc1cc(C)cc(-c2nnc(SCC(=O)NC3CC3)o2)c1 was read as S3 lipid droplet 18.4% and S3 lipid droplet cell count max 9.8.
`CCCCNC(=O)CN1C(=O)NC2NC(=O)NC21` (centres undefined) gave S3 lipid droplet inconclusive.
COc1ccc(Cn2nnnc2C(c2ccccc2Cl)N2CCC(C(N)=O)CC2)cc1 (centres undefined) was read as S3 lipid droplet -13.0% and S3 lipid droplet cell count max -3.4.
`COc1ccc(NC(=O)CCN2CCCCCC2)cc1` gave S3 lipid droplet -2.0% and S3 lipid droplet cell count max -0.7.
Screening Cc1ccc(N2CC(C)Cn3c2nc2c3c(=O)n(CC(=O)OCc3ccccc3)c(=O)n2C)cc1C (centres undefined) returned S3 lipid droplet inconclusive.
Cc1nc(N2CCOCC2)sc1C(=O)NN was read as S3 lipid droplet 23.7% and S3 lipid droplet cell count max 25.7.
`COc1cccc(CN(C)C(=O)C2CC(=O)N(c3ccc4c(c3)OCCO4)C2)c1` (centres undefined) gave S3 lipid droplet inconclusive.
Screening COc1ccc(CCNC(=O)[C@H](C)NC(=O)[C@@H]2CSC3c4ccccc4C(=O)N32)cc1 (some centres undefined) returned S3 lipid droplet inconclusive.
Screening Cc1cc(C(=O)NCCCOC(C)C)c2ccccc2n1 returned S3 lipid droplet -8.5% and S3 lipid droplet cell count max -27.6.
Cc1c(C)c2ccc(OCC(=O)N3CCC[C@@H]3C(=O)O)c(C)c2oc1=O was read as S3 lipid droplet 0.9% and S3 lipid droplet cell count max 11.7.
CCOc1ccc(N2CC(C(=O)Nc3ccc(F)cc3F)CC2=O)cc1 (centres undefined) was read as S3 lipid droplet inconclusive.
COc1cc(OC)c(OC)cc1/C=N/Nc1ncnc2c1[nH]c1ccccc12 was read as S3 lipid droplet inconclusive.
Cc1cc(=O)[nH]c2ccc(S(=O)(=O)Nc3ccc(O)cc3)cc12 was read as S3 lipid droplet inactive.
CC(OC(=O)c1ccc(NS(=O)(=O)c2ccc3[nH]c(=O)[nH]c3c2)cc1)C(=O)Nc1ccc(Cl)cc1 (centres undefined) was read as S3 lipid droplet -4.4% and S3 lipid droplet cell count max 3.4.
Screening CCOC(=O)c1ccccc1NC(=O)c1ccccc1NS(C)(=O)=O returned S3 lipid droplet inconclusive.
Screening Cc1cccc2cc(CN(Cc3ccco3)C(=O)c3ccco3)c(=O)[nH]c12 returned S3 lipid droplet inconclusive.
Screening CCOC(=O)N1CCC(NC(=O)c2oc3c(F)cccc3c2C)CC1 returned S3 lipid droplet inactive and S3 lipid droplet cell count max -4.4.
`O=C(NCc1ccco1)C12CN(Cc3ccccc3)CC1C(c1ccc([N+](=O)[O-])cc1)=NO2` (centres undefined) gave S3 lipid droplet inactive and S3 lipid droplet cell count max 10.2.
Cc1ccc(NC(=O)CCC(=O)N/N=C/c2cccs2)cc1C was read as S3 lipid droplet inconclusive.
Screening CSc1ccc(S(=O)(=O)Nc2ccc(NC(C)=O)cc2)cc1 returned S3 lipid droplet inconclusive.
Screening O=C(c1ccc2c(c1)OCO2)N1CCC2(CC1)Oc1ccc(Cl)cc1C(=O)C21CC(c2ccccc2)=NO1 (centres undefined) returned S3 lipid droplet 27.4% and S3 lipid droplet cell count max -2.1.
For O=C(Nc1ccc2c(c1)OCCO2)C1CCN(C(=O)c2ccc([N+](=O)[O-])cc2)CC1 the results were S3 lipid droplet inconclusive.
Screening CCc1c(O)c(/C(C)=N\O)c(=O)n(-c2ccccc2)c1-c1ccccc1 returned S3 lipid droplet inconclusive.
For CCOC(=O)Cc1nn(C)c(=O)c2ccccc12 the results were S3 lipid droplet inconclusive.
CNC(=O)c1ccsc1NC(=O)CN1C(=O)CCC1=O was read as S3 lipid droplet 12.2% and S3 lipid droplet cell count max 13.9.
`COc1cccc(C(=O)NCC(=O)NCc2cc(=O)n(C)c(=O)n2C)c1` gave S3 lipid droplet inconclusive.
For O=C(NC(=O)c1ccccc1Cl)Nc1ccc(-c2cnco2)cc1 the results were S3 lipid droplet 4.1% and S3 lipid droplet cell count max 7.4.
Screening c1ccc(N2CCOCCOCCOCCOCC2)cc1 returned S3 lipid droplet inconclusive.
CCCn1c(=O)c2ccccc2n2c(SCc3nc4ccccc4s3)nnc12 was read as S3 lipid droplet inconclusive.
Cc1cccc(/C=C(\C(=O)C(=O)O)c2ccc3ccccc3n2)c1 was read as S3 lipid droplet inconclusive.
For O=C(O)c1cccc(Nc2nc3ccccc3nc2NS(=O)(=O)c2cccs2)c1 the results were S3 lipid droplet 19.7% and S3 lipid droplet cell count max -2.8.
For CCc1cc2c(=O)n(-c3ccc(Br)cc3)cnc2s1 the results were S3 lipid droplet inconclusive.
`Cc1ccc(NC(=O)CN(C)CC(=O)Nc2sc3c(c2C(N)=O)CCC3)cc1` gave S3 lipid droplet -3.7% and S3 lipid droplet cell count max -0.8.
For CC(C)Cc1ccc(CN2CCC(n3nccc3NC(=O)C3CCCC3)CC2)cc1 the results were S3 lipid droplet -8.5% and S3 lipid droplet cell count max 5.1.
Screening COc1ccccc1CNC(=O)C1CCN(C(=O)[C@@H]2Cc3ccccc3CN2)CC1 returned S3 lipid droplet inconclusive.
For CCCOc1ccc(-c2nnn(CC(=O)Nc3cccc(C(=O)OC)c3)n2)cc1 the results were S3 lipid droplet inconclusive.
COc1cc2c(cc1OC)/C(=C/C(=O)c1ccc(C)cc1)NCC2 was read as S3 lipid droplet -17.6% and S3 lipid droplet cell count max -6.4.
For Cc1cc(=O)[nH]c(SCC(=O)N2CCN(S(=O)(=O)c3ccccc3)C2)n1 the results were S3 lipid droplet 0.7% and S3 lipid droplet cell count max 11.0.
For O=[N+]([O-])c1ccc(Sc2cccc[n+]2[O-])c2nonc12 the results were S3 lipid droplet inconclusive.
`COc1ccccc1Nc1nc(N)nc(CSC(=S)N2CCC(C)CC2)n1` gave S3 lipid droplet 15.2% and S3 lipid droplet cell count max 8.6.
`O=C(CN1CCN(S(=O)(=O)/C=C/c2ccccc2)CC1)NCC(F)(F)F` gave S3 lipid droplet -1.2% and S3 lipid droplet cell count max 5.0.
O=C(CCC(=O)OCC(=O)c1ccccc1)NC1CCCCC1 was read as S3 lipid droplet inconclusive.

The list goes on; the last 3 above are carried over.
`COc1ccccc1Nc1nc(N)nc(CSC(=S)N2CCC(C)CC2)n1` gave S3 lipid droplet 15.2% and S3 lipid droplet cell count max 8.6.
`O=C(CN1CCN(S(=O)(=O)/C=C/c2ccccc2)CC1)NCC(F)(F)F` gave S3 lipid droplet -1.2% and S3 lipid droplet cell count max 5.0.
O=C(CCC(=O)OCC(=O)c1ccccc1)NC1CCCCC1 was read as S3 lipid droplet inconclusive.
Screening CC1Sc2ccc(S(=O)(=O)CCC(=O)Nc3ccc(C(C)C)cc3)cc2NC1=O (centres undefined) returned S3 lipid droplet 11.7% and S3 lipid droplet cell count max 19.6.
`N#CC1=C(N)Oc2c(oc(CO)cc2=O)C1c1cccs1` (centres undefined) gave S3 lipid droplet inconclusive.
`Cc1cccc(NCc2nc(SCC(=O)Nc3ccccc3Br)n[nH]2)c1` gave S3 lipid droplet inconclusive.
O=C(c1ccc(F)cc1)N1CCN(c2ccc([N+](=O)[O-])cc2-n2cccc2)CC1 was read as S3 lipid droplet -11.0% and S3 lipid droplet cell count max -1.2.
`Cc1nnc(N/N=C/c2ccc([N+](=O)[O-])cc2)n1N` gave S3 lipid droplet inconclusive.
For CCSc1nc(-c2ccccc2)nc(C(Cl)Cl)n1 the results were S3 lipid droplet 5.17µM* and S3 lipid droplet cell count max -6.9*.
`Cc1cccc(OCCCC(=O)Nc2ccc(Cl)c(S(=O)(=O)N3CCOCC3)c2)c1` gave S3 lipid droplet 15.8% and S3 lipid droplet cell count max -11.4.
OC(c1ccc2c(c1)OCO2)c1nccc2ccccc12 (centres undefined) was read as S3 lipid droplet 17.0% and S3 lipid droplet cell count max -25.9.
For Cc1ccc(COn2c(-c3ccc(Cl)cc3Cl)nc3ncccc32)cc1 the results were S3 lipid droplet inconclusive.
`COc1cc(/C=N/NC(=O)C(=O)NCc2ccco2)cc(Cl)c1O` gave S3 lipid droplet 19.3% and S3 lipid droplet cell count max 10.2.
Screening Cc1cc(Cl)n2nc(C)c(-c3ccc(Cl)cc3)c2n1 returned S3 lipid droplet inconclusive.
Screening Cc1ccc(C)c(NC(=O)c2cc[n+](C)cc2)c1 returned S3 lipid droplet inactive and S3 lipid droplet cell count max -24.7.
`O=C(CSc1ccc(F)cc1)Nc1nnc(-c2ccco2)o1` gave S3 lipid droplet inconclusive.
`O=C(CCC1COc2ccccc2O1)N1CCCC1` (centres undefined) gave S3 lipid droplet -10.6% and S3 lipid droplet cell count max 7.6.
For O=C(Nc1ccc(S(=O)(=O)Nc2nccs2)cc1)c1nn(-c2ccc(F)cc2)ccc1=O the results were S3 lipid droplet inconclusive.
For COC(=O)Cn1cnc2ccccc2c1=O the results were S3 lipid droplet 0.8% and S3 lipid droplet cell count max -4.6.
N#Cc1ncn(-c2ccc(Oc3ccccc3)cc2)c1N was read as S3 lipid droplet inconclusive.
`CCOc1ccccc1NC(=O)c1ccc2nccnc2c1` gave S3 lipid droplet inconclusive.
COc1ccc(-c2nc(C(N)=O)c3[nH]c(=O)n(-c4ccccc4OC)c3n2)c(OC)c1 was read as S3 lipid droplet -0.8% and S3 lipid droplet cell count max -0.7.
`Cc1ccc2c(c1)N(CCC(=O)NC(C)C)C(=O)CO2` gave S3 lipid droplet inconclusive.
O=C(NCCc1cccc(Cl)c1)c1cc2ccccc2oc1=O was read as S3 lipid droplet inactive and S3 lipid droplet cell count max 27.4.
Screening Cc1ccc(S/C=C\C(=O)c2ccccc2)cc1 returned S3 lipid droplet 7.5% and S3 lipid droplet cell count max -7.9.
Screening O=C(COc1nc2ccccc2nc1N1CCOCC1)N1CCc2ccccc21 returned S3 lipid droplet inconclusive.
For CN(C)c1ccc(/C=C(/C#N)C(=O)NCc2ccccc2)o1 the results were S3 lipid droplet inconclusive.
NC(=O)c1ccc(C(F)(F)F)n(Cc2ccc(Cl)cc2)c1=O was read as S3 lipid droplet inconclusive.
`c1csc(C2Nc3ccccc3-c3nc4ccccc4n32)c1` (centres undefined) gave S3 lipid droplet -6.1% and S3 lipid droplet cell count max 9.3.

Assay outcomes deposited in PubChem by National Center for Advancing Translational Sciences (NCATS).

This is a subset. The share of hits here may be higher or lower than overall.
